# Bioassay records from PubChem BioAssay.
# Salmonella PhoP GFP: Inhibition of PhoP regulon, Salmonella typhi GFP reporter cells, confirmation, 4 h (AID 1850). Salmonella Typhi PhoP-promoter GFP reporter, fluorescence, 4 h; higher % means a stronger effect. inhibition, % at 50 µM, or IC50 in µM where a hit was titrated. 310,000 tested, 0.33% active; in the data active = a potency from the dose series; inconclusive = inhibition mostly from about 25% at the one dose, without a potency; inactive = the rest, 99 in 100 with inhibition below about 19%;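 note: 0% = induced wells with vehicle and 100% = uninduced wells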
# inhibitors of VEEV: inhibitors of VEEV TC-83 cytopathic effect, confirmation, Vero cells (AID 588727); Vero cells, VEEV TC-83 cytopathic effect inhibition; higher % means a stronger effect; 350,000 tested, 0.13% active; one-dose inhibition, % at 20 µM; IC50 in µM for titrated hits; in the data active = a potency from the dose series; inconclusive = inhibition mostly from about 14% at the one dose, without a potency; inactive = the rest, 99 in 100 with inhibition below about 12%; note: strong numbers were not always called active
# M. tuberculosis HTS: M. tuberculosis growth inhibition, HTS (AID 449762); M. tuberculosis H37Rv growth inhibition, 7H9 media; higher % means a stronger effect; inhibition, % at 25 µM, or IC50 in µM where a hit was titrated; 330,000 tested, 0.59% active; in the data active = a potency from the dose series; inconclusive = inhibition above about 70% without an active follow-up result;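 note: bacterial growth assessed after seven days of incubation; strong numbers were not always called active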
# tuberculosis growth: growth inhibition of non-replicating M. tuberculosis (AID 488890); Mycobacterium tuberculosis non-replicating, growth inhibition; higher % means a stronger effect; inhibition, % at 25 µM, or IC50 in µM where a hit was titrated; 320,000 tested, 0.39% active; in the data active = a potency from the dose series; inconclusive = inhibition mostly from about 82% at the one dose, without a potency; inactive = the rest, 99 in 100 with inhibition below about 76%;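 note: plate controls were DMSO cells for no effect and high antibiotic wells for full effect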
# H1N1 NS1A inhibition: H1N1 influenza NS1A inhibitors, functional cell based assay (AID 504329); 340,000 tested, 0.3% active; inhibition, % at 12.5 µM; hits with a dose series show IC50 in µM; NS1A functional cell-based assay, percent inhibition; higher % means a stronger effect; in the data active = a potency from the dose series; inconclusive = inhibition above about 27% without an active follow-up result; note: strong numbers were not always called active
# Starred values were filed as active, the others as inactive; i = inactive; ? = inconclusive; . = not tested or not shown; & = joins results of further samples. This is a random part of the collection, and some 1.5% of all compounds hit somewhere here.
# The opening 18 records as a preview:
compound | Salmonella PhoP GFP | inhibitors of VEEV | M. tuberculosis HTS | tuberculosis growth | H1N1 NS1A inhibition
Cc1ccc(C)c(NC(=O)Cn2nc(C(F)(F)F)cc2C2CC2)c1 | -8% | 0.8% | 5% | -1% | 1%
CC1CC1C(=O)Nc1nc2ccc(S(C)(=O)=O)cc2s1 (stereo unspecified) | 24% | 1.4% | 5% | 3% | 0%
O=C(Cc1ccccc1)N/N=C/c1cc(Br)c(Br)o1 | -1% | i | 1% | 3% | -22%
C[C@H]1CCC[C@H](O)CCCCCc2cc(O)cc(O)c2C(=O)O1 | -14% | 11% | -4% | -8% | 0%
Cn1cc(/C=N\NC(=O)C2COc3ccccc3O2)c2ccccc21 (stereo unspecified) | 0% | . | 10% | 9% | .
COc1ccccc1CC(Cc1nc2ccccc2[nH]1)c1nc2ccccc2[nH]1 (stereo unspecified) | -7% | 7.4% | ? | ? | -6%
O=C(Oc1ccc([N+](=O)[O-])cc1)C1CC(=O)N(c2ccc3c(c2)OCCO3)C1 (stereo unspecified) | . | 8.4% | 1% | -2% | 0%
Cn1cc(CN2CCCC(CO)(Cc3cccc(Cl)c3)C2)cn1 (stereo unspecified) | 4% | i | 8% | -2% | 4%
COc1ccccc1OCC(=O)Nc1ccc(S(=O)(=O)N(C)c2ccccc2)cc1 | 3% | 11% | -13% | 12% | -12%
Nc1cc(=O)[nH]c(SC/C=C/c2ccccc2)n1 | 5% | 0.2% | -10% | 32% | -12%
COc1cc(NC(=O)CCc2nc(-c3cccs3)no2)cc(OC)c1OC | 5% | 2.3% | -12% | -4% | -1%
COc1ccc([C@H]2/C=C\CN(S(=O)(=O)/C=C/c3ccccc3)[C@@H](C)C(=O)N2Cc2ccc(F)cc2)cc1 | -8% | 7.0% | -4% | 17% | 7%
COCc1[nH]nc2c1C(c1ccsc1)C(C#N)=C(N)O2 (stereo unspecified) | -4% | 2.8% | -4% | -3% | -12%
O=C(c1cccc([N+](=O)[O-])c1)c1ccc2[nH]c(=O)[nH]c2c1 | -12% | 1.1% | 7% | 13% | 1%
Oc1ccc(Br)cc1CNn1cnnc1 | 3% | 1.3% | -1% | 5% | 8%
Nc1ccc(NC(=O)c2cccs2)cc1 | 2% | 2.4% | 2% | -5% | -4%
O=C(NN1C(=O)C2C3c4ccccc4C(c4ccccc43)C2C1=O)C1CC1 (stereo unspecified) | -4% | 1.0% | -3% | 3% | 0%
Cc1cc(C)c(C(=O)Nc2ccc(S(=O)(=O)Nc3ccccn3)cc2)c(C)c1 | -17% | 2.7% | 16% | 11% | 2%

# All compounds of this part, previewed entries included:
compound | Salmonella PhoP GFP | inhibitors of VEEV | M. tuberculosis HTS | tuberculosis growth | H1N1 NS1A inhibition
Cc1ccc(C)c(NC(=O)Cn2nc(C(F)(F)F)cc2C2CC2)c1 | -8% | 0.8% | 5% | -1% | 1%
CC1CC1C(=O)Nc1nc2ccc(S(C)(=O)=O)cc2s1 (stereo unspecified) | 24% | 1.4% | 5% | 3% | 0%
O=C(Cc1ccccc1)N/N=C/c1cc(Br)c(Br)o1 | -1% | i | 1% | 3% | -22%
C[C@H]1CCC[C@H](O)CCCCCc2cc(O)cc(O)c2C(=O)O1 | -14% | 11% | -4% | -8% | 0%
Cn1cc(/C=N\NC(=O)C2COc3ccccc3O2)c2ccccc21 (stereo unspecified) | 0% | . | 10% | 9% | .
COc1ccccc1CC(Cc1nc2ccccc2[nH]1)c1nc2ccccc2[nH]1 (stereo unspecified) | -7% | 7.4% | ? | ? | -6%
O=C(Oc1ccc([N+](=O)[O-])cc1)C1CC(=O)N(c2ccc3c(c2)OCCO3)C1 (stereo unspecified) | . | 8.4% | 1% | -2% | 0%
Cn1cc(CN2CCCC(CO)(Cc3cccc(Cl)c3)C2)cn1 (stereo unspecified) | 4% | i | 8% | -2% | 4%
COc1ccccc1OCC(=O)Nc1ccc(S(=O)(=O)N(C)c2ccccc2)cc1 | 3% | 11% | -13% | 12% | -12%
Nc1cc(=O)[nH]c(SC/C=C/c2ccccc2)n1 | 5% | 0.2% | -10% | 32% | -12%
COc1cc(NC(=O)CCc2nc(-c3cccs3)no2)cc(OC)c1OC | 5% | 2.3% | -12% | -4% | -1%
COc1ccc([C@H]2/C=C\CN(S(=O)(=O)/C=C/c3ccccc3)[C@@H](C)C(=O)N2Cc2ccc(F)cc2)cc1 | -8% | 7.0% | -4% | 17% | 7%
COCc1[nH]nc2c1C(c1ccsc1)C(C#N)=C(N)O2 (stereo unspecified) | -4% | 2.8% | -4% | -3% | -12%
O=C(c1cccc([N+](=O)[O-])c1)c1ccc2[nH]c(=O)[nH]c2c1 | -12% | 1.1% | 7% | 13% | 1%
Oc1ccc(Br)cc1CNn1cnnc1 | 3% | 1.3% | -1% | 5% | 8%
Nc1ccc(NC(=O)c2cccs2)cc1 | 2% | 2.4% | 2% | -5% | -4%
O=C(NN1C(=O)C2C3c4ccccc4C(c4ccccc43)C2C1=O)C1CC1 (stereo unspecified) | -4% | 1.0% | -3% | 3% | 0%
Cc1cc(C)c(C(=O)Nc2ccc(S(=O)(=O)Nc3ccccn3)cc2)c(C)c1 | -17% | 2.7% | 16% | 11% | 2%
Cc1cccn2c(CN(C)C3CCCc4ccccc43)c(C(=O)N3CCOCC3)nc12 (stereo unspecified) | 9% | 6.2% | 2% | 18% | -3%
CC1(C)CC2CC(C)(CN2C(=O)C23CCC(C)(C(=O)C2)C3(C)C)C1 (stereo unspecified) | -5% | 0.3% | -1% | -5% | 15%
Cc1ccc(N(C)S(=O)(=O)c2c(C)[nH]c(C)c2C(=O)N2CCCC2)cc1 | 0% | 1.0% | 3% | 2% | -7%
CCc1cc(C(=O)N2CCCC(N3CCN(c4cccc(C(F)(F)F)c4)CC3)C2)n(C)n1 (stereo unspecified) | -1% | 1.4% | 5% | 19% | 0%
Cc1ccc2nc(SCc3ccc([N+](=O)[O-])cc3)nc(C)c2c1 | -1% | 2.7% | -11% | -17% | 1%
Cc1ccc(-n2c(O)c(C=NCc3ccccn3)c3ccccc3c2=O)cc1 | -12% | 0.4% | 10% | 34% | 8%
Cc1nnc(C)n1/N=C/c1cccs1 | -6% | 1.0% | 1% | -9% | -3%
O=C1NC(=O)N(Cc2ccco2)C(=O)/C1=C/c1cccn1CCOc1ccccc1Cl | -10% | 0.0% | 0% | 63% | 8%
Cc1occc1C(=O)NNC(=O)c1ccc(S(=O)(=O)N(C)C)cc1 | . | 1.5% | -4% | -15% | -2%
C=CCN(c1ccc(C(=O)Nc2ccc(C)cc2)cc1)S(C)(=O)=O | 2% | 3.9% | -2% | 6% | 6%
N#Cc1ccc(S(=O)(=O)Nc2ccccc2N2CCOCC2)cc1 | . | 1.9% | -5% | 12% | -9%
COCCn1c(C)cc(C(=O)CN2CCCCC2)c1C | -1% | 0.5% | -10% | -8% | 2%
CC(C)n1cc(-c2ccc(Cl)cc2)cc(C#N)c1=O | -11% | 1.5% | -4% | -7% | -4%
COc1cccc(/C=N/Nc2ncc(C(F)(F)F)cc2Cl)c1O | 0% | 10% | ? | ? | 5%
CCOc1ccc(N2CC(C(=O)NNC(=O)c3ccc(Br)cc3)CC2=O)cc1 (stereo unspecified) | 1% | 0.6% | 1% | -11% | -14%
O=C(O)c1cccc2c1C(=O)N(CC1CCCO1)C2 (stereo unspecified) | -3% | 1.3% | 9% | -1% | 1%
O=C(c1cc([N+](=O)[O-])[nH]n1)N1CCSCC1 | -21% | 1.3% | 3% | -2% | 12%
CCOC(=O)/C(C#N)=C\c1ccc(OC)c(OC)c1 | 9% | i | 2% | -2% | 18%
CC(=O)NC(CC(=O)NCCOc1ccccc1F)c1ccccc1 (stereo unspecified) | 2% | 1.1% | -4% | -16% | 5%
CCOC(=O)c1ccc(N2C(=O)c3n[nH]c(-c4ccco4)c3C2c2ccc([N+](=O)[O-])cc2)cc1 (stereo unspecified) | -6% | 4.9% | . | 68% | -2%
Cc1coc2cc3oc(=O)c(CCC(=O)N[C@@H](CCCNC(N)=O)C(=O)O)c(C)c3cc12 | 1% | 0.9% | -1% | -4% | 3%
CC(=O)N1C[C@H]2CON(C)[C@H]2C[C@H]1c1cccc(-c2ccccc2)c1 | . | i | . | . | 1%
CC(=O)Nc1ccc(OCC(O)Cn2nc(C)c(C)c2C)cc1 (stereo unspecified) | -5% | 0.7% | -1% | -2% | -4%
Cc1ccc(NC(=O)CN(C)C(=O)c2ccc(OCc3cn4ccccc4n3)cc2)cc1 | . | 2.1% | 6% | 26% | -4%
O=C(c1ccccc1)N(C(=O)c1ccccc1)c1ncnc2c1C(c1ccccc1)c1c(ccc3ccccc13)O2 (stereo unspecified) | . | 4.1% | 26% | 61% | -7%
O=C(COc1ccc(Cl)cc1)Nc1nnc(-c2ccc3c(c2)CCCC3)o1 | 8% | 4.8% | 38% | . | -9%
C[C@@]12CC(=O)NC1N(C(=O)c1cccc(C(F)(F)F)c1)C(c1ccccc1O)C2 (stereo partly specified) | -1% | 2.1% | -3% | 5% | 0%
N#Cc1c(NC(=O)CSc2nnnn2C2CCCCC2)sc2c1CCCC2 | -2% | 0.8% | -13% | -4% | -7%
CC12CC(=O)C3C(CCC4CC=CCC43C)C1CCC2=O (stereo unspecified) | . | 0.9% | . | . | -23%
O=C1NCCN1Cc1ccc(Cl)cc1 | -12% | i | 9% | -2% | 1%
Cc1cc(C)c(S(C)(=O)=O)c(Oc2ccc(F)cc2)n1 | 1% | 1.9% | -4% | 7% | 8%
COc1cc2ccc(=O)oc2c(O[C@@H]2O[C@H](CO)[C@@H](O)[C@H](O)[C@H]2O)c1O | 2% | 0.4%&1.0% | 9%&-1% | 13%&-4% | -14%&-4%
CCOc1ccccc1C(O)C1=CC(=O)c2ccccc2C1=O (stereo unspecified) | . | 3.3% | . | . | -3%
O=C(NNC1=NC2(CCCC2)Cc2ccccc21)c1cccnc1 | 2% | 1.5% | 8% | 19% | -2%
Cc1ccc(S(=O)(=O)Nc2c(C)[nH]c(=O)[nH]c2=O)cc1C | -9% | 1.5% | -7% | -8% | 1%
Cc1cc(C)cc(C(=O)N2CCN(c3ccccn3)CC2)c1 | -6% | i | 5% | -8% | 3%
Cc1ccc(Nc2c(-c3ccc(N4CCOCC4)cc3)nc3cnccn23)cc1 | 11% | 0.7% | 4% | -4% | 3%
CC1(C)CC2CC(C)(CN2C(=O)COC(=O)c2cccnc2Cl)C1 (stereo unspecified) | . | 1.6% | 1% | . | -13%
CC(C)(C)c1ccc(NC(=O)COC(=O)c2ccc3ncsc3c2)cc1 | . | 0.3% | 2% | 16% | 6%
CCCCN1C(=O)CC(N2CCOCC2)C1=O (stereo unspecified) | 1% | i | 14% | 66% | -3%
O=[N+]([O-])c1cccnc1Sc1ccccc1Cl | -1% | i | 1% | 22% | -9%
Cn1nccc1C(=O)NC1CCCc2c1cnn2-c1cc(F)cc(F)c1 (stereo unspecified) | -18% | i | 13% | 17% | 9%

# Next records:
compound | Salmonella PhoP GFP | inhibitors of VEEV | M. tuberculosis HTS | tuberculosis growth | H1N1 NS1A inhibition
CCOCCCNC(=O)c1cn2c3c(ccc(Cl)c3c1=O)OC(C)C2 (stereo unspecified) | . | i | . | . | 18%
CCN(CC)S(=O)(=O)c1cccc(C(=O)NCC2(N3CCOCC3)CCCCC2)c1 | . | 1.1% | . | . | 1%
O=C(Cn1cc(C(F)(F)F)ccc1=O)Nc1ccc(N2CCOCC2)cc1 | -12% | 0.8% | 10% | 4% | 11%
CN(C)c1nc(OCCNC(=O)COc2ccc(Cl)cc2Cl)nc(N2CCCCC2)n1 | -1% | i | -7% | -5% | 6%
CC(C)(C)N(NC(=O)c1ccccc1)C(=O)c1ccccc1 | -7% | 3.6% | -8% | -4% | 23%
CCN(CC)C(=O)CSc1nc(-c2ccco2)cc(C(F)(F)F)c1C#N | 0% | 7.3% | -9% | -13% | 7%
Cc1c(Cl)cccc1NC(=O)c1ncn[nH]1 | 10% | 4.0% | 8% | 13% | 0%
COc1cc(/C=N/NC(=O)c2cccc(S(=O)(=O)N3CCOCC3)c2)cc(OC)c1O | -3% | 0.4% | -7% | -10% | -1%

# Sorted by heavy-atom count (largest number first): part of the list above
compound | Salmonella PhoP GFP | inhibitors of VEEV | M. tuberculosis HTS | tuberculosis growth | H1N1 NS1A inhibition
CCN(CC)S(=O)(=O)c1cccc(C(=O)NCC2(N3CCOCC3)CCCCC2)c1 | . | 1.1% | . | . | 1%
CC(C)(C)N(NC(=O)c1ccccc1)C(=O)c1ccccc1 | -7% | 3.6% | -8% | -4% | 23%
Cc1c(Cl)cccc1NC(=O)c1ncn[nH]1 | 10% | 4.0% | 8% | 13% | 0%
